# MPTP inh: mitochondrial permeability transition pore inhibitors, primary screen, biochemical, isolated mouse mitochondria, absorbance; inhibition, % at 10 µM; Ca2+ swelling absorbance, 30 min; AID 602449, 2012; 1.4% of 360,000 active;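 active = inhibition of 50% or more, scaled per plate between neutral and stimulator controls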;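 also: 0% = DMSO wells given calcium and 100% = 1 mM EGTA wells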
# A3A deaminase: APOBEC3A ssDNA deaminase inhibitors, primary screen, selectivity assay for APOBEC3G inhibitor project, biochemical, FAM/TAMRA oligo cleavage fluorescence; DNA dC->dU-editing enzyme APOBEC-3A (Homo sapiens), P31941; recombinant A3A, FAM/TAMRA ssDNA deamination fluorescence; inhibition, % at 20 µM; 0.41% of 330,000 active;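 active = at least 40% inhibition at 20 µM here, with at most 30% in a related deaminase screen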;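 also: plate controls were A3A with DMSO for no effect and wells lacking A3A enzyme for full effect; some results filed as inactive read as strong as hits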
# Target sequence (P31941 whole entry, looked up): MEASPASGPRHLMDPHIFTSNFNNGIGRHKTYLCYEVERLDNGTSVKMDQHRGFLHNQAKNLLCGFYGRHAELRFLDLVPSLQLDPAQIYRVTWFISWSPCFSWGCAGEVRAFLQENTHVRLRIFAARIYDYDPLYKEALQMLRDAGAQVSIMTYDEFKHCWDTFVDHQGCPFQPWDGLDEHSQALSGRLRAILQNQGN
# GRIN3A LBD mod: binders of NR3A ligand-binding domain, primary screen, biophysical, differential scanning fluorimetry, uHTS; Glutamate receptor ionotropic, NMDA 3A (GRIN3A) ligand-binding domain; Tm shift relative to glycine control, % at 25 µM; NR3A LBD differential scanning fluorimetry, Tm shift; 0% = protein alone, 100% = glycine-bound protein; 2.5% of 340,000 active;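 active = melting temperature shift of at least 10% of the positive control shift, at one fixed dose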
# A3G deaminase: APOBEC3G DNA deaminase inhibitors, primary screen, biochemical, fluorescence, single-stranded DNA substrate, uHTS; AID 493012, 2011; 0.28% of 330,000 active; recombinant A3G, ssDNA deamination FAM/TAMRA fluorescence; DNA dC->dU-editing enzyme APOBEC-3G (Homo sapiens), Q9HC16; inhibition, % at 20 µM;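 active = inhibition of at least 40% at 20 µM, with no more than 30% in the related APOBEC3A deaminase screen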;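 also: plate controls were DMSO wells with A3G for no effect and wells lacking A3G enzyme for full effect; some compounds called inactive have numbers as strong as hits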
# EBI2 block: EBI2 receptor antagonists, beta-arrestin recruitment, primary screen, cell-based, luminescence, 7a,25-OHC stimulation, uHTS. 0.81% of 360,000 active. G-protein coupled receptor 183 (Homo sapiens), P32249. inhibition, % at 5 µM. AID 651636, 2012. 7a,25-OHC stimulated; in the data active = inhibition above about 38%;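 also: enzyme fragment complementation signal reports receptor beta-arrestin coupling in cells; 0% = agonist plus DMSO wells and 100% = wells without agonist; some results beyond the cut were filed as inactive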
# Target sequence (P32249 whole entry, looked up, the tested form may be a part): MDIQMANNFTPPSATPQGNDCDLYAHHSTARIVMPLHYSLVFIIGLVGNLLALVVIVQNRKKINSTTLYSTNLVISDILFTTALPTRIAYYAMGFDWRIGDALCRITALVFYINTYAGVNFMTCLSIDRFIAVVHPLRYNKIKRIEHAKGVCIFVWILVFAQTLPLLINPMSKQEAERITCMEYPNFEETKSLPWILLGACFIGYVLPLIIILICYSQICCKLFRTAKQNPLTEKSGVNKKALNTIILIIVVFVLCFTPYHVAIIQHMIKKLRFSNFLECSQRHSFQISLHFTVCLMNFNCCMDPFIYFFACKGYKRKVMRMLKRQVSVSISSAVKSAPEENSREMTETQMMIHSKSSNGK
# CCR6 antagonist: CCR6 receptor antagonists, primary screen, cell-based, CHO-K1, luminescence, beta-arrestin, uHTS | C-C chemokine receptor type 6 (Homo sapiens), P51684 | 0.49% of 340,000 active | inhibition, % at 20 µM | CHO-K1 CCR6 PathHunter beta-arrestin, CCL20-stimulated;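 active = compounds whose inhibition of the agonist-driven luminescence signal at 20 µM reaches about 50%, limit read from the data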;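 also: cells stimulated with CCL20 at 14 nM final; plate controls were DMSO with CCL20 for no effect and DMSO without agonist for full effect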
# Target sequence (P51684 whole entry, looked up): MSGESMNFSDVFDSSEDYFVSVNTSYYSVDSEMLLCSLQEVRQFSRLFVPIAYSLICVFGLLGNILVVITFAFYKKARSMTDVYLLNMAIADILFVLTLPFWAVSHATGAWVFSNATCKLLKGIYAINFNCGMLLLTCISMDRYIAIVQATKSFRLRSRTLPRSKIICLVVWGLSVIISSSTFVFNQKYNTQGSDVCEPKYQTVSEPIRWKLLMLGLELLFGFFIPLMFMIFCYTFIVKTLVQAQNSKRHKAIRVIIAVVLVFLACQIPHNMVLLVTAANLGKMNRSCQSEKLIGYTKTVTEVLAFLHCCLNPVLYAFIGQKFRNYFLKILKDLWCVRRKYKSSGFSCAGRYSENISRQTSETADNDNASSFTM
# CXCR6 inh: CXCR6 receptor inhibitors, primary screen, cell-based, beta-arrestin, luminescence, CHO-K1 PathHunter, 1536-well; C-X-C chemokine receptor type 6 (Homo sapiens), O00574; inhibition, % at 20 µM; 0.36% of 360,000 active; AID 602244, 2012; in the data active = inhibition above about 34%, passing the limit was not always enough;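 also: antagonist mode with CXCL16 agonist at 10 nM final; 0% = 10 nM CXCL16 with DMSO and 100% = unstimulated wells without agonist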
# Gli-Sufu antag: Gli-Sufu pathway antagonists, primary screen, luciferase luminescence, Sufu-KO-LIGHT cells, uHTS; inhibition, % at 5 µM; Sufu-KO-LIGHT fibroblasts, Gli luciferase reporter luminescence; 0.74% of 340,000 active;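 active = inhibition above about 55%, limit read from the data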;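 also: 0% = DMSO-treated cells and 100% = wells with medium but no cells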
# * = called active by the depositor; · = no result given.
smiles	MPTP inh	A3A deaminase	GRIN3A LBD mod	A3G deaminase	EBI2 block	CCR6 antagonist	CXCR6 inh	Gli-Sufu antag
CCN(CC(=O)Nc1ccc(NC(C)=O)cc1)CC(=O)Nc1ccccc1C(=O)c1ccccc1	-1.5	3	-1	-2	-5	13	1	11
COc1ccccc1-c1nnc(SCC(=O)NC2CCS(=O)(=O)C2)n1N (centres undefined)	-0.2	1	2	-8	-17	3	-5	-9
O=C(NCCc1cccc(Cl)c1)c1ccc(OC2CCN(Cc3ccccn3)CC2)cc1	21	-2	-8	-4	8	-3	8	52
COc1cccc(NC(=O)CN(C)C(=O)c2c(-c3ccccc3)noc2C)c1	0.5	-4	1	-3	-5	2	-6	2
O=C(/C=C/Nc1ccc(Br)cc1F)c1ccccc1	1.1	22	3	9	0	-10	1	-9
Cc1cccc(OCc2nnc(SCC(=O)N(c3ccccc3)C3CCS(=O)(=O)C3)o2)c1 (centres undefined)	-0.5	-4	0	-9	4	7	8	5
O=C(Nc1ccc(Br)cc1Cl)NC1CC1	0.1	1	0	-8	-2	-6	5	3
CCCCN(CC)C(=O)c1n[nH]c(=O)c2ccccc12	-0.3	0	-1	-5	-7	8	6	5
COc1ccc(C2CC(c3ccc(Br)cc3)=NN2C(=O)CCC(=O)O)cc1OC (centres undefined)	-0.3	-2	-1	-3	-16	-1	-2	17
COc1ccc(CNC(=O)c2c(C)cc(=O)oc2C)cc1OC	-1.5	-3	0	-5	-4	17	2	-8

# Some values from the results shown:
# A3A deaminase, COc1ccc(CNC(=O)c2c(C)cc(=O)oc2C)cc1OC = -3
# CXCR6 inh, Cc1cccc(OCc2nnc(SCC(=O)N(c3ccccc3)C3CCS(=O)(=O)C3)o2)c1 (centres undefined) = 8
# A3G deaminase, COc1cccc(NC(=O)CN(C)C(=O)c2c(-c3ccccc3)noc2C)c1 = -3
# A3G deaminase, O=C(NCCc1cccc(Cl)c1)c1ccc(OC2CCN(Cc3ccccn3)CC2)cc1 = -4

# The listing continues:
smiles	MPTP inh	A3A deaminase	GRIN3A LBD mod	A3G deaminase	EBI2 block	CCR6 antagonist	CXCR6 inh	Gli-Sufu antag
Cc1cccc(NC(=O)COc2cccc3c2CCN(C)C3=O)c1C	13	3	0	-1	-5	2	0	39
C=CCOc1ccc(/C=C/C(=O)OCC(=O)NCc2cccc(OC)c2)cc1	-0.2	-2	2	-10	-2	12	-9	-7
CCCC(C)C(=O)Nc1cc(S(=O)(=O)N2CCCCC2)ccc1N1CCOCC1 (centres undefined)	0.1	-2	0	-2	4	11	7	3
COc1cccc(Nc2nc(-c3sc(C)nc3C)cs2)c1	-0.9	-3	12*	-2	48*	-13	-3	21
Cc1c(C(=O)OC2CCC(C)CC2)[nH]c2c1C(=O)CCC2 (centres undefined)	0.6	0	-2	7	-6	5	-2	-139
COc1ccc(/C=N/NC(=O)COc2ccc3ccccc3c2)c(C(=O)O)c1OC	2.5	-3	-2	-5	-2	-3	-1	6
Cc1ccc(-c2nn(C)c(=O)c3ccccc23)cc1CNC(=O)NC1CCCCC1	10	2	-3	-3	12	5	8	-13
CC(C)Sc1nc2ccccc2n2cnnc12	0.4	-3	-1	-7	-5	-5	5	-7
COc1ccc(CCNC(=O)COC(=O)c2cc(S(=O)(=O)NCc3ccccc3)ccc2O)cc1OC	1.6	11	-3	-2	3	9	3	6
O=C(NCc1ccncc1)c1nc(-c2ccc(C(F)(F)F)cc2)no1	48	-1	-2	-7	-10	-2	-7	16
c1ccc(Oc2ccc3ccccc3n2)cc1	1.3	38	0	7	2	4	6	-27
COC(=O)CSc1ccc2c(N)c(C(=O)OC)sc2c1	2.7	0	-2	-3	-10	-21	-12	2
Cc1ccc(NC(=O)CSc2nnnn2-c2ccc3c(c2)OCO3)cc1C	4.4	5	0	2	-7	8	-3	-3
O=C(NCC1CCCO1)C(c1cccs1)N(C(=O)c1ccc(-c2ccccc2)[nH]1)C1CCCC1 (centres undefined)	0.2	1	-1	3	7	16	6	5
CCSc1nc2sc3c(c2c2[n+]1CC(CBr)O2)CCCC3 (centres undefined)	6.9	-1	-2	-7	-1	-6	-4	2
COc1ccc(C(C(=O)NC2CCCC2)N(C(=O)c2ccco2)c2ccc(OC)c(OC)c2)cc1 (centres undefined)	-4.9	-2	-1	-3	8	-7	-2	-2
CCCc1cc(=O)[nH]c(SCC(=O)Nc2cccc(S(=O)(=O)N3CCCCC3)c2)n1	-0.2	1	1	-3	8	17	-4	-10
COc1ccc(C2c3c(oc4ccccc4c3=O)C(=O)N2CCCN2CCOCC2)cc1 (centres undefined)	·	-2	3	-4	·	6	·	10
COc1cc2c(C(=O)NCc3ccccn3)cn(CC(C)C)c(=O)c2cc1OC	-1.3	-2	1	-7	4	0	1	1
COc1ccc(N2CCN(C(=O)COC(=O)c3ccc(CSC)o3)CC2)cc1	-0.4	-5	-2	-10	5	0	4	-2
CCCCC1C2C(=O)N(c3ccccc3)C(=O)C2ON1c1ccccc1 (centres undefined)	1.3	-2	1	-9	-1	-3	1	4
NC(=O)N/N=C/c1coc2ccc3ccccc3c2c1=O	3.2	2	-1	1	-10	-11	2	-7
O=C(CN1C(=O)COc2ccccc21)NCCCN1CCCCC1	-0.3	-2	0	-2	-9	9	4	-5
Cc1ccc(CCNC(=O)c2ccc3nc4ccc(Cl)cc4c(=O)n3c2)cc1	1.1	2	2	-3	-3	9	0	-11
COCCNC(=O)Cn1cc(/C=C(\C#N)C(=O)NC2CCCC2)c2ccccc21	-0.1	-8	-4	2	-14	2	5	4
N#Cc1ccc(C23CC4(C2)[C@H](CN(Cc2cccnc2)[C@@H]4c2ccccc2)C3c2ccccc2)cc1 (some centres undefined)	0.3	-2	1	-5	72*	10	-4	3
O=C1OCCN1C(=O)[C@H]1[C@H](c2ccccc2)C(c2ccccc2)=NN1c1ccc(Br)cc1	2.9	1	9	-1	10	6	-4	-1
Cc1cc(=O)[nH]c(Sc2c(-c3ccccc3)c3ccccc3[nH]c2=O)n1	0.4	1	0	-5	-3	12	-3	-8
Cc1ccc(C(=O)C(C)OC(=O)c2n[nH]c(=O)c3ccccc23)cc1 (centres undefined)	2.5	-2	-8	-1	4	5	-1	-2
CC(=O)OCCN(CCOC(C)=O)c1c(C)[nH]c(=O)[nH]c1=O	-0.2	-1	4	-6	-7	-4	-2	4

# Retrieved by compound from the list above:
smiles	MPTP inh	A3A deaminase	GRIN3A LBD mod	A3G deaminase	EBI2 block	CCR6 antagonist	CXCR6 inh	Gli-Sufu antag
NC(=O)N/N=C/c1coc2ccc3ccccc3c2c1=O	3.2	2	-1	1	-10	-11	2	-7
Cc1cc(=O)[nH]c(Sc2c(-c3ccccc3)c3ccccc3[nH]c2=O)n1	0.4	1	0	-5	-3	12	-3	-8
O=C1OCCN1C(=O)[C@H]1[C@H](c2ccccc2)C(c2ccccc2)=NN1c1ccc(Br)cc1	2.9	1	9	-1	10	6	-4	-1
N#Cc1ccc(C23CC4(C2)[C@H](CN(Cc2cccnc2)[C@@H]4c2ccccc2)C3c2ccccc2)cc1 (some centres undefined)	0.3	-2	1	-5	72*	10	-4	3
CCCCC1C2C(=O)N(c3ccccc3)C(=O)C2ON1c1ccccc1 (centres undefined)	1.3	-2	1	-9	-1	-3	1	4

# Further records.
structure,MPTP inh,A3A deaminase,GRIN3A LBD mod,A3G deaminase,EBI2 block,CCR6 antagonist,CXCR6 inh,Gli-Sufu antag
CCOC(=O)CNC(=O)c1ccc(Cl)s1,-1.1,3,0,1,-10,1,2,18
CCC(=O)N1CCN(c2ccccc2NC(=O)COc2cccc(C)c2)CC1,0.1,-5,-13,-8,20,42,22,9
Cc1cccc2cc(C#N)c(SCC(=O)NCc3cccs3)nc12,1.5,-6,-4,-4,-4,5,-5,-7
O=C(N/N=C/c1ccc[nH]1)c1cc(-c2ccc(Cl)cc2)nc2ccccc12,4.1,0,9,-7,16,22,17,33
CCC(O)(c1ccccc1)C(CN1CCOCC1)c1ccccc1 (centres undefined),0.7,-4,0,-8,9,-4,-9,14
CCN(CC)c1ccc(NC(=O)Nc2ccccc2)cc1,0.7,-2,6,-6,18,16,1,-105
CCc1ccc(N(CC(=O)NC)S(C)(=O)=O)cc1,-0.5,6,1,1,-12,2,-1,1
Cc1nnc2ccc(Oc3ccc(-c4ccccc4)cc3)nn12,74*,2,-5,-3,-1,-14,-10,18
Cc1cc(NC(=O)C(C)C)ncc1NC(=O)c1ccco1,1.6,-6,·,-8,-4,·,-1,·
CCOC(=O)C1=C(C)Nc2nc3ccccc3n2C1c1cccs1 (centres undefined),-1.5,-2,-2,-6,-4,18,-3,-4
COc1cc(/C=C/C(=O)OCC(=O)NCc2cccs2)ccc1OCC#N,0.4,-1,2,-6,-6,-2,-2,4
O=S(=O)(c1ccc(F)cc1)N1CCN(CC2CC3C=CC2C3)CC1 (centres undefined),-0.1,-2,0,-8,-8,14,-7,-13
Cc1nn(Cc2ccccc2)c(=O)c2nn(-c3ccc(Cl)cc3)c(C)c12,-7.1,-1,-6,-7,3,10,6,-1
COc1ccc(OCC(=O)Nc2ccc3nc(C)sc3c2)cc1,-0.9,1,-14,-9,-7,10,-2,-5
Cc1ccc(C(=O)N/C(=C/c2ccc(-c3cccc([N+](=O)[O-])c3)o2)C(=O)NC(C)(C)C)cc1,11,1,-2,-2,-6,-14,-6,3
COc1ccc(-c2c(C)oc3c(CN4CCOCC4)c(O)ccc3c2=O)cc1OC,-1.0,0,0,-5,0,8,6,0
Cc1ccc(-n2nc(C)c(C(=O)Nc3cccc(C(=O)NC4CC4)c3)n2)c(C)c1,-1.8,0,0,-5,6,2,-2,-2
COc1cc(C)c(NC(=S)NCCCN2CCOCC2)cc1OC,-0.9,-5,1,-7,3,-3,-1,-2
Cc1ccc(NC(=O)C(c2ccc(Cl)cc2)N2CCCCC2)cc1 (centres undefined),7.9,·,-18,·,7,13,3,2
O=C(C1=C(O)C(=O)N(Cc2cccnc2)C1c1cccc(Oc2ccccc2)c1)c1ccco1 (centres undefined),0.8,-2,0,-2,8,8,6,-5
CCOc1ccc(S(=O)(=O)N2CC(=O)Nc3ccccc32)cc1,-0.3,1,0,-5,0,11,-4,-14

# From PubChem BioAssay
